Bioassay records deposited in PubChem by National Center for Advancing Translational Sciences (NCATS).
Glioma ERSR ind = induces the endoplasmic reticulum stress response in human glioma cells; U87-MG GRP78 promoter luciferase reporter, 16 h; Potency, µM, without a hit: top-dose activation, actives largely listed as activators; 0.02% of 420,000 active; AID 602332; further: potency means the concentration at half of the fitted maximal effect; series mostly up to about 76 µM; % of control where 0% means no effect; nearly all actives have a fitted effect of over 35% in size
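ERSR induction read as luciferase luminescence (Bright-Glo, 10 min at room temperature) in stably transfected human U87-MG glioma cells exposed to compounds for 16 h, using GRP78 as sensor.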
Vif-A3G inh = blocks the Vif interaction with human APOBEC3G; Q9HC16; HeLa A3G-eYFP + Vif (tagged APOBEC3G with the HIV-1 protein that degrades it), YFP fluorescence, overnight; Potency, µM (top dose mostly 46.1 µM), for the others: at the top dose activity, negative = active, hits mostly inhibitors; 0.076% of 410,000 active; AID 602310;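 further: potency means the concentration at half of the fitted maximal effect; on the % scale 0 is the no-effect control and ±100 the full control effect; nearly all actives have a fitted effect of over 60% in size; hits raise eYFP signal because A3G escapes Vif-driven loss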
Target sequence (Q9HC16 whole entry, looked up): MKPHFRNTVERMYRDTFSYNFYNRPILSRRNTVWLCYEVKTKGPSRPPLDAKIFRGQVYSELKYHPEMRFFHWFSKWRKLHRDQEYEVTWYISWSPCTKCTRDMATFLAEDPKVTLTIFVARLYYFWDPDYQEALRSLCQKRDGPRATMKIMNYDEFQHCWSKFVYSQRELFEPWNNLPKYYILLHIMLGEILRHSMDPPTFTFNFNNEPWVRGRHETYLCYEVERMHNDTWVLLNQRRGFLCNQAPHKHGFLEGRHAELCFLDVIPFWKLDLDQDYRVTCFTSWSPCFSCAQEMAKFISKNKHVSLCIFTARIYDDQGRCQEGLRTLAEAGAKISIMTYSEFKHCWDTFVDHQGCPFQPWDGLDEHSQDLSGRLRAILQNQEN
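Read-out is eYFP fluorescence (Ex 488/Em 500-530) from Vif-expressing HeLa A3G-eYFP cells; more signal means A3G escaped Vif-mediated degradation. Cells plated overnight, compound pinned in, incubated overnight at 37 deg C.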
USP1 inh = blocks the human USP1/UAF1 deubiquitinase complex | O94782 | recombinant USP1/UAF1, Ub-Rhodamine cleavage fluorescence | Potency, µM (doses to about 57.1 µM), without a hit: top-dose activity change, negative = inhibition, usual class: inhibitors | 0.23% of 390,000 active | AID 743255; further: potency means the concentration at half of the fitted maximal effect; on the % scale 0 is the no-effect control and ±100 the full control effect; nearly all actives have a fitted effect of over 60% in size; inactives centre near -12
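In this screen, compounds sit with the deubiquitinase complex (1nM) for 15 min at room temperature before Ub-Rho is added at 150nM final. Fluorescence rise is then followed for 6 reads every 60 seconds.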
RGS4 inh = inhibitors of human regulator of G protein signaling 4. Potency, µM (titrated, usually from 114 µM), for the others: at the top dose activity change, negative = inhibition, actives largely listed as inhibitors. 0.039% of 390,000 active. Transcreener GDP fluorescence polarization, RGS4-accelerated GTP hydrolysis. AID 504845. P49798; further: potency means the concentration at half of the fitted maximal effect; on the % scale 0 is the no-effect control and ±100 the full control effect; nearly all actives have a fitted effect of over 75% in size; some results filed as inactive show a strong effect at the top dose
Target sequence (P49798 whole entry, looked up): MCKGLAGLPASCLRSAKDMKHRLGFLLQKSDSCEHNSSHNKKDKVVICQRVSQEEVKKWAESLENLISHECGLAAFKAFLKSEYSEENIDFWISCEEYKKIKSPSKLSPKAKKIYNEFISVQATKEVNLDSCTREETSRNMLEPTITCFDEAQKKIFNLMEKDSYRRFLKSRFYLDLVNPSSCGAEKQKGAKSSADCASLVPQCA
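MLSMR compounds (23 nl, pin-transferred) preincubated 10 min at room temperature with a 500nM (2x) first reagent, then RGS4 at 900nM (2x) plus Transcreener GDP mix added; fluorescence polarization (620/688 nm) read before and after 90 min at 30 °C.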
Vif-APOBEC3F blk = blocks the Vif interaction with APOBEC3F; 0.2% of 390,000 active; AID 602313; Potency, µM (series often up to 46.1 µM), for inactives: at the top dose activity, negative = active; HeLa A3F-eYFP + Vif (tagged APOBEC3F with the HIV-1 protein that degrades it), YFP fluorescence increase; further: potency means the concentration at half of the fitted maximal effect; % of control where 0% means no effect; nearly all actives have a fitted effect of over 65% in size
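HeLa cells stably expressing Vif plus C-terminally eYFP-tagged A3F were seeded, incubated overnight at 37 deg C, dosed with compound, incubated overnight again at 37 deg C. Yellow fluorescence (Ex 488/Em 500-530) reported blocked Vif-mediated A3F-eYFP degradation.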
TrxR1 substrate = is turned over as a substrate by rat TrxR1; O89049; purified TrxR1 substrate turnover, NADPH consumption readout; Potency, µM (doses to about 114 µM), for the others: at the highest dose activity change, negative = substrate turnover; 0.01% of 390,000 active; further: potency means the concentration at half of the fitted maximal effect; on the % scale 0 is the no-effect control and ±100 the full control effect; nearly all actives have a fitted effect of over 50% in size
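Rat TrxR1, dispensed at 90 nM, was prereduced with 400 uM NADPH (final) for 5 min at ~22 deg C, then incubated with compound 15 min before 400 uM selenite. A first-read NADPH fluorescence drop versus no-compound background flagged substrates.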
TrxR1 inh = blocks rat thioredoxin reductase 1; Potency, µM (series often up to 114 µM), without a hit: at the top dose activity change, negative = inhibition, most hits filed as inhibitors; AID 588453; O89049; 1% of 390,000 active; recombinant rTrxR1, NADPH fluorescence consumption, selenite substrate; further: potency means the concentration at half of the fitted maximal effect; on the % scale 0 is the no-effect control and ±100 the full control effect; nearly all actives have a fitted effect of over 65% in size
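Rat TrxR1 (90 nM in the dispensed reagent) was pre-reduced with 400 uM NADPH for 5 min at room temperature, then incubated with compound for 15 min. After 400 uM selenite was added, NADPH fluorescence (Ex 340/Em 450 nm) was followed for 8 min.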
IDH1 R132H inh = human IDH1 R132H inhibition | IDH1-R132H enzyme, NADPH consumption, diaphorase/resazurin fluorescence | Potency, µM (highest dose often 76.6 µM), for the others: at the top dose activity change, negative = inhibition, actives largely listed as inhibitors | 0.093% of 390,000 active | AID 602179; further: potency means the concentration at half of the fitted maximal effect; on the % scale 0 is the no-effect control and ±100 the full control effect; nearly all actives have a fitted effect of over 65% in size
Target sequence (O75874 whole entry R132H, stated change not applied): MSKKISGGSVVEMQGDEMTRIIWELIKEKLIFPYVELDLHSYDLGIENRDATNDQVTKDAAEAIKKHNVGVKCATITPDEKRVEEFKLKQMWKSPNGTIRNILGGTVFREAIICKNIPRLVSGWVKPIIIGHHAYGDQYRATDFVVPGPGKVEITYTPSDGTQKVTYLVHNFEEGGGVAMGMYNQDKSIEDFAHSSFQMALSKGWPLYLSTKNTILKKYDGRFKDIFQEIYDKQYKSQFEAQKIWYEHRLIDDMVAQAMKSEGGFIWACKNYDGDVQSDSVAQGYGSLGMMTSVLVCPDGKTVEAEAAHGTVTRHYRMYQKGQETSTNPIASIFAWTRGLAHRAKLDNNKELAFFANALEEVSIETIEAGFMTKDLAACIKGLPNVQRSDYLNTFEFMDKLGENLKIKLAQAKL
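IDH1-R132H (0.5 ug/mL) preincubated 30 min with compound, then NADPH (0.016 mM) and alpha-KG (2 mM) added; 80 min at RT, pH 7.5. Remaining NADPH coupled via diaphorase/resazurin to fluorescence (540/590 nm); concentration-response curves normalized to no-enzyme control.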
LDHA block = blocks human lactate dehydrogenase A; 0.15% of 480,000 active; P00338; activity change, % (values are at about 110 or 230 µM); purified LDHA, NADH/diaphorase-resazurin fluorescence; stronger effect = lower value; in the data active means activity change below about -30%; inconclusive means mostly about -25% to -30%;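 further: plate controls were DMSO wells for no effect and wells without enzyme for full effect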
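Remaining NADH was detected by diaphorase (0.133 mg/mL) converting 37 µM resazurin to fluorescent resorufin, read at 0 and 20 minutes. The preceding 5-minute room-temperature reaction used 2 nM LDHA, 0.2 mM sodium pyruvate and 0.06 mM NADH at pH 7.4.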
* hit, by the source's call; ? = inconclusive; · = no result given; & = joins results of further samples; [ ] = dose if it differs, or a comment. Unless noted, the call rests on the fitted dose curve; in most records, active means well fitted curve in the direction sought with a large enough effect; inconclusive means small, poorly fitted or top-dose-only effect, or another doubt; inactive means no such curve, though single readings can be large; an effect the other way counts as inactive or inconclusive. This is a subset (hit frequency here may not be typical).

(1) O=C(Cn1c(=O)n(-c2ccc(Cl)cc2)c(=O)c2sc3ccccc3c21)NC1CCCCC1
(2) C(CCc1nn[nH]n1)CCC1CCCCC1
(3) Cc1cc(OCC(=O)Nc2ccccc2C)no1
(4) O=C(Nc1ncc(Cc2ccc(SC(F)F)cc2)s1)c1ccc(OC(F)F)cc1
(5) OC1(c2cccs2)CN(c2ccc(Cl)cc2)C2=[N+]1CCCC2 (stereo not drawn)
(6) CCSc1nc(-c2ccco2)ccc1C#N
(7) O=c1nc2n(c3cccc(Cl)c13)CCCCC2
(8) CCNC(=S)N1CCC(NC(=O)C2CCCCC2)CC1

Assay by compound | 1 | 2 | 3 | 4 | 5 | 6 | 7 | 8
Glioma ERSR ind | -2% | 0% | 2% | -4% | -3% | -3% | -5% | -3%
Vif-A3G inh | 1% | -1% | 1% | -32% | -16% | -12% | 0% | -1%
USP1 inh | -17% | -11% | -26% | 1% | -6% | -13% | 3% | -13%
RGS4 inh | -11% | 0% | 3% | 2% | -27% | ? | 13% | -15%
Vif-APOBEC3F blk | -11% | 0% | 5% | -9% | 5% | · | 3% | ·
TrxR1 substrate | 7% | 6% | 3% | 7%[57.1 µM] | 3%[57.1 µM] | 16% | -5% | -4%
TrxR1 inh | 28% | 12% | 25% | 5%[57.1 µM] | 24%[57.1 µM] | 7.9µM* | 15% | -1%
IDH1 R132H inh | 26% | -10% | -10% | 3% | 10% | 4% | 5% | 4%
LDHA block | -1 | 0 | -6 | 0 | -5 | 0 | -11 | 0

(9) CC(C)(C)OC(=O)C[C@@H]1C/C=C\C[C@@H](CC(=O)N[C@H](CO)Cc2ccccc2)C(=O)N2CCC[C@@H]2COC1=O
(10) Cc1cc(C)cc(NC(=O)C2CC(=O)n3ncnc3N2)c1 (stereo not drawn)
(11) COCCn1c(N)c(N(Cc2ccccc2)C(=O)C(C)Oc2ccc(Br)cc2)c(=O)[nH]c1=O (stereo not drawn)
(12) CCOC(=O)C1CCCN(C2CC(=O)N(c3cccc(C)c3)C2=O)C1 (stereo not drawn)
(13) O=C(Nc1ccc(Cl)c(Cl)c1)Nc1nnc(-c2ccncc2)s1
(14) Cc1cc(NC(=O)CCC(=O)N(CC(=O)NCC2CCCO2)c2cccc(C)c2C)no1 (stereo not drawn)
(15) N=C1S/C(=C\c2cn[nH]c2-c2ccc(F)cc2)C(=O)N1c1ccccc1F
(16) Cc1ccc(C(=O)N2CCC(C(N)=O)CC2)cc1NC(=O)c1nsc2ccccc12

Assay by compound | 9 | 10 | 11 | 12 | 13 | 14 | 15 | 16
Glioma ERSR ind | 0% | -1% | -5% | -4% | -5% | -3% | 3% | -2%
Vif-A3G inh | -3% | -3% | -2% | 3% | -3% | 3% | 0% | 4%
USP1 inh | -27% | -23% | -22% | 10% | -12% | -20% | -6% | 6%
RGS4 inh | 8% | 6% | · | -53% | -38% | 21% | -4% | 10%
Vif-APOBEC3F blk | 7% | 0% | -1% | -4% | 0% | 5% | -3% | -1%
TrxR1 substrate | 14% | 7% | · | 7%[57.1 µM] | 8%[57.1 µM] | 6% | -5%[57.1 µM] | -2%[57.1 µM]
TrxR1 inh | 39% | 24% | · | ? | 8% | 10%[57.1 µM] | 6%[57.1 µM] | 20%[57.1 µM]
IDH1 R132H inh | 6% | 2% | 4% | 11% | 3% | -3% | -3% | -1%
LDHA block | -3 | -4 | 2 | -7 | -2&0 | -12 | 1 | -3

(17) COc1ccccc1CNCC(=O)N1CC(=O)Nc2ccccc21
(18) COc1cc(C(=O)Nc2cnc(NC(=O)C(C)C)cc2C)cc(OC)c1OC
(19) O=C(Nc1cccc(S(=O)(=O)N2CCOCC2)c1)c1cc2c(s1)CCC2
(20) C=CCSc1nnc(NC(=O)C23CC4CC(CC(NC(C)=O)(C4)C2)C3)s1
(21) N/C(=N\N=C/c1ccc(Br)cc1)N/N=C\c1ccc(Br)cc1
(22) O=C(CN1C(=O)NC2(CCc3ccccc32)C1=O)Nc1c(Cl)cccc1Cl (stereo not drawn)
(23) Cc1cc(Cl)ccc1OCC(=O)Nc1cccc(S(=O)(=O)NC2=NCCCCC2)c1
(24) COc1ccc(C(=O)NCC(=O)N/N=C/c2ccc([N+](=O)[O-])o2)cc1OC

Assay by compound | 17 | 18 | 19 | 20 | 21 | 22 | 23 | 24
Glioma ERSR ind | -2% | -5% | -1% | 0% | -14% | -4% | 0% | ?
Vif-A3G inh | -1% | -2% | 1% | 1% | -8% | -1% | 0% | ?
USP1 inh | -5% | -16% | -7% | -29% | -17% | -23% | -5% | -8%
RGS4 inh | -32%[56.9 µM] | 8% | 0% | 6% | -4% | 36% | ? | -20%
Vif-APOBEC3F blk | -1% | 5% | 5% | 0% | 3% | -4% | -17% | -2%
TrxR1 substrate | 5% | -2%[57.1 µM] | -5% | 7% | -6%[57.1 µM] | 3% | -11% | -22%[57.1 µM]
TrxR1 inh | 10% | 1%[57.1 µM] | 2% | 31% | 11%[57.1 µM] | 28% | -3% | ?
IDH1 R132H inh | 6% | -1% | 6% | -3% | 10% | -16% | 0% | 6%
LDHA block | -7 | -8 | -13 | 0 | 3 | -10 | 0 | 16

(25) O=C(Nc1cc(C(F)(F)F)ccc1N1CCOCC1)c1ccc2ccccc2n1
(26) Clc1ccc(OCCn2c(-c3ccco3)nc3ccccc32)cc1
(27) COc1ccccc1CCNC(=O)C(=O)NCC1OCCN1S(=O)(=O)c1ccccc1 (stereo not drawn)
(28) COc1ccc(NC(=O)CN2C(=O)NC(C)(C3CC3)C2=O)cc1S(=O)(=O)N1CCCCC1 (stereo not drawn)
(29) Cc1cccn2c(CNCCc3ccccn3)c(C(=O)N3CCOCC3)nc12
(30) CC(=O)N1CCN(c2ccc(S(=O)(=O)N3CCOCC3)cc2[N+](=O)[O-])CC1
(31) Cc1cc(C)c(OCCOCCn2c(-c3ccc(Cl)cc3)nc3ccccc3c2=O)c(C)c1
(32) O=c1[nH]cnc2c1ncn2-c1ccc(N(CCO)CCO)cc1

Assay by compound | 25 | 26 | 27 | 28 | 29 | 30 | 31 | 32
Glioma ERSR ind | -2% | 0% | -2% | -3% | 2% | -6% | 1% | -3%
Vif-A3G inh | 0% | 3% | 5% | 0% | -1% | -1% | -2% | -2%
USP1 inh | ? | -22% | -25% | 1% | -11% | -22% | -12% | -6%
RGS4 inh | -10% | -38% | 1% | 10% | -12% | -26% | -9% | -9%
Vif-APOBEC3F blk | -6% | -13% | 9% | 4% | -5% | -8% | 3% | 10%
TrxR1 substrate | 4% | 11% | 7%[57.1 µM] | -9% | 6% | 10%[57.1 µM] | 5% | 12%[11.4 µM]
TrxR1 inh | 13% | ? | 11%[57.1 µM] | -4% | 15% | 7%[2.29 µM] | 24% | 27%[11.4 µM]
IDH1 R132H inh | 10% | 5% | -7% | 0% | -12% | 8% | -15% | 3%
LDHA block | -3 | 0 | -4 | -6 | -1 | 6 | -7 | -8

Only TrxR1 inh, for two of the compounds above:
nr | Structure | TrxR1 inh
5 | OC1(c2cccs2)CN(c2ccc(Cl)cc2)C2=[N+]1CCCC2 (stereo not drawn) | 24%[57.1 µM]
6 | CCSc1nc(-c2ccco2)ccc1C#N | 7.9µM*

Next records.
(33) O=S1(=O)CCOC[C@H](c2ccccc2)N1Cc1ccc(Cl)cc1Cl
(34) Cc1ccc(C)c(NC(=O)Cn2c(SCC(=O)NCc3ccccc3)nc3ccccc32)c1
(35) COc1ccc(C(=O)N/C=C/n2cnc3cc(C(F)(F)F)ccc32)cc1
(36) Cc1ccc(S(=O)(=O)N2[C@@H](c3ccccc3F)C(C(=O)O)=CC[C@H]2c2cccs2)cc1
(37) CCOC(=O)C1=NN(C(=O)COc2ccccc2)C(O)(c2ccc(Br)cc2)C1 (stereo not drawn)

Assay by compound | 33 | 34 | 35 | 36 | 37
Glioma ERSR ind | -2% | -4% | -1% | -1% | -3%
Vif-A3G inh | -3% | 1% | -4% | -2% | 1%
USP1 inh | · | 0% | -10% | -20% | -25%
RGS4 inh | · | -4% | 18% | -9% | -20%
Vif-APOBEC3F blk | · | 8% | -14% | 5% | -8%
TrxR1 substrate | -2% | -3%[57.1 µM] | 0% | -9% | -5%
TrxR1 inh | 18% | 22%[57.1 µM] | 13% | 10%[57.1 µM] | -8%
IDH1 R132H inh | · | -11% | -5% | -19% | -4%
LDHA block | · | -17 | -12 | -11 | -4

From compound 33 as far as 34, copied from above:
(33) O=S1(=O)CCOC[C@H](c2ccccc2)N1Cc1ccc(Cl)cc1Cl
(34) Cc1ccc(C)c(NC(=O)Cn2c(SCC(=O)NCc3ccccc3)nc3ccccc32)c1

Assay by compound | 33 | 34
Glioma ERSR ind | -2% | -4%
Vif-A3G inh | -3% | 1%
USP1 inh | · | 0%
RGS4 inh | · | -4%
Vif-APOBEC3F blk | · | 8%
TrxR1 substrate | -2% | -3%[57.1 µM]
TrxR1 inh | 18% | 22%[57.1 µM]
IDH1 R132H inh | · | -11%
LDHA block | · | -17
